NTMT1 inhibitor: inhibitors of human N-terminal methyltransferase NTMT1; Q9BV86; 59,000 tested, 2.5% active; Potency, µM (highest dose often 114 µM), without a hit: top-dose activity change, negative = inhibition, actives largely listed as inhibitors; AID 1645870; NTMT1 MTase-Glo SAH luminescence, purified enzyme;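 further: potency means the concentration at half of the fitted maximal effect; plate controls were DMSO vehicle for no effect and no enzyme for full effect; nearly all actives have a fitted effect of over 65% in size; many of its hits are not listed in these tables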
Target sequence (Q9BV86 whole entry, looked up): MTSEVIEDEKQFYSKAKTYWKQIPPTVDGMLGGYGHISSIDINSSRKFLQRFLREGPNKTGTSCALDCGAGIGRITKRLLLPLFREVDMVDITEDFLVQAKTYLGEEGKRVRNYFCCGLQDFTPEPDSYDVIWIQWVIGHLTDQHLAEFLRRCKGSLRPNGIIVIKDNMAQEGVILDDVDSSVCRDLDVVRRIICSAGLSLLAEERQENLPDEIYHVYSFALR
B2AR arrestin ag: ADRB2 beta-arrestin recruitment. P07550. HTLA Tango cells, beta-arrestin recruitment, luciferase luminescence, 18 h. Potency, µM (doses to about 46.1 µM), without a hit: top-dose activation, actives largely listed as activators. 44,000 tested, under 10 active;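 further: potency means the concentration at half of the fitted maximal effect; 0% = DMSO and full agonism = EC100 isoproterenol or metaproterenol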
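Ligand-induced beta-arrestin recruitment to recombinant beta2-AR is measured via a tTA-driven luciferase reporter in Tango cells after 18 hr compound exposure at 37 degrees C. Concentrations span up to 46 microM.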
GALK inh: inhibits human galactokinase; Potency, µM (titrated, usually from 57.5 µM), for inactives: top-dose activity, negative = inhibition, hits mostly inhibitors; 44,000 tested, under 10 active; P51570; recombinant GALK, Kinase-Glo ATP luminescence, 1 h; AID 1347072;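 further: plate controls were full GALK reaction for no effect and reaction lacking GALK for full effect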
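Compounds were pinned into ATP buffer, then GALK-galactose mix was added (final 5 nM enzyme, 35 uM ATP, 100 uM galactose, pH 8.0). After 1 h at room temperature, Kinase-Glo Plus was added and luminescence read.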
p53null 32C tox: selectivity test: cytotoxicity in p53 null cells, permissive temperature | H1299-neo p53 null cells, ATP luminescence, 24 h, 32C | Potency, µM (series often up to 46.1 µM), for the others: at the top dose activity change, negative = cytotoxicity, usual class: cytotoxic | 55,000 tested, 0.62% active;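 further: potency means the concentration at half of the fitted maximal effect; 0% = DMSO only and -100% = full killing by 100 µM tamoxifen; nearly all actives have a fitted effect of over 55% in size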
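AC50 values derive from Hill modelling of qHTS concentration-response data (up to 46 uM) in H1299-neo cells. Cells were treated 24 h at 32C following overnight attachment at 37C; viability was read as cellular ATP.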
p53null 39C kill: kills p53 null cells at the nonpermissive temperature; H1299 p53-null (neo) cells, 39C, ATPlite viability, 24 h; Potency, µM (highest dose often 46.1 µM), for the others: at the top dose activity, negative = cell killing, hits mostly cytotoxic; 55,000 tested, 0.97% active;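 further: potency means the concentration at half of the fitted maximal effect; 0% = DMSO only and -100% = full killing by 100 µM tamoxifen; nearly all actives have a fitted effect of over 50% in size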
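Temperature-shift cytotoxicity format: compound titrations on p53-null or A138V-expressing H1299 cells held 24 hr at 39C, cell ATP then measured, AC50 from Hill model.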
TSG101-PTAP inh: inhibitors of HIV-1 PTAP binding to human TSG101, validation. Fluorescence polarization, FITC-PTAP peptide/Tsg101, 20 min. AID 1347069. 44,000 tested, under 10 active. Potency, µM (top dose mostly 115 µM), for the others: at the top dose activity change, negative = inhibition, most hits filed as inhibitors. Q99816; further: potency means the concentration at half of the fitted maximal effect; 0% is about no effect
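Compounds pinned into 10 uM Tsg101 binding domain, then 50 nM FITC-PTAP peptide added in pH 7.5 HEPES buffer; FP read after 20 min, room temperature. Total S+P intensity flags fluorescent compounds; active cut-off <25 µM, efficacy <60%.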
FH mod: Identification of activators of human fumarate hydratase by quantitative high-throughput screening; AID 1347055, 2019; Potency, µM (doses to about 79.9 µM), for the others: at the top dose activity change, negative = inhibition, hits mostly inhibitors; FH coupled MDH/diaphorase resazurin fluorescence, 15 min; 54,000 tested, 0.22% active; Fumarate hydratase, mitochondrial (Homo sapiens), P07954; further: potency means the concentration at half of the fitted maximal effect; on the % scale 0 is the no-effect control and ±100 the full control effect; the screen sought activators but most active calls are inhibition curves; nearly all actives have a fitted effect of over 45% in size
Target sequence (P07954 whole entry, looked up): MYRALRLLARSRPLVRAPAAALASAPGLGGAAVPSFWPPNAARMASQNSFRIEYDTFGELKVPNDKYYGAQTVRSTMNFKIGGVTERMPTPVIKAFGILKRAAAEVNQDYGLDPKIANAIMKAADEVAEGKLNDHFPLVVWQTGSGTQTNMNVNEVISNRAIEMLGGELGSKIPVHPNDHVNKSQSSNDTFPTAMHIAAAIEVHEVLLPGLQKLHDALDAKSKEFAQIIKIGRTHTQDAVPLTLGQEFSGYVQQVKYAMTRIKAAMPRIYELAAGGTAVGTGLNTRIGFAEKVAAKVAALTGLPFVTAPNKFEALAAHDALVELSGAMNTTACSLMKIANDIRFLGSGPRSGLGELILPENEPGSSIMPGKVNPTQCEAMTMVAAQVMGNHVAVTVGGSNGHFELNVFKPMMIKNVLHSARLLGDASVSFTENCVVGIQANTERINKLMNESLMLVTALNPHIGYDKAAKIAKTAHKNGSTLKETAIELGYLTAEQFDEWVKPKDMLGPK
Active calls of the source: *; ? = inconclusive; . = no result given; [ ] = another dose, or the depositor's remark. The call rests on the fitted dose curve; in most records, active means well fitted curve in the direction sought with a large enough effect; inconclusive means small, poorly fitted or top-dose-only effect, or another doubt; inactive means no such curve, though single readings can be large; an effect the other way counts as inactive or inconclusive. The list is partial; rates above refer to the full screens.

SMILES | NTMT1 inhibitor | B2AR arrestin ag | GALK inh | p53null 32C tox | p53null 39C kill | TSG101-PTAP inh | FH mod
Cc1ccc(Cl)cc1NC(=O)CCn1c(=O)c2cccn2c2cccnc21 | -2.7% | -0.6% | -7.3% | -3.8% | 9.7% | 2.7% | -2.1%
COc1cccc(NC(=O)CSc2nc3c([nH]c4ccccc43)c(=O)n2-c2ccccc2)c1 | -0.8% | ? | 4.0% | 13.2% | 4.8% | -2.0% | -15.9%
CCCCc1ccc(NC(=O)Cn2cnc3c2c(=O)n(C)c(=O)n3C)cc1 | . | 0.0% | -3.4% | -3.4% | -18.1% | -0.1% | .
Cc1nc(SCC(=O)Nc2ccc(Br)cc2)[nH]c(=O)c1Cc1ccccc1 | 10.3% | -1.7% | 0.0% | 20.5% | -12.5% | -1.5% | 3.3%
O=C(NC1CCCC1)c1cc(Nc2cccc(C(F)(F)F)c2)nc2ccccc12 | 6.5% | 3.0% | -0.1% | -8.6% | 19.3% | -3.8% | -7.6%
COc1ccc(N2CC(C(=O)NCCS(=O)(=O)N3CCN(c4ccccc4)CC3)CC2=O)cc1 (configuration not stated) | 16.5% | 1.5% | 3.0% | 7.8% | -3.0% | -1.4% | 0.1%
O=C(O)c1ccc(Cn2cnc3cccnc32)cc1 | 4.1% | -0.1% | -0.1% | -9.1% | -0.1% | -8.1% | 25.1%
CCN(CC)c1ccc(NC(=O)CCc2c(C)nc3ncnn3c2C)c(C)c1 | -15.5% | 0.2% | 1.1% | 5.8% | -6.2% | -6.2% | -1.9%
Cc1ccc(NC(=O)C(Cc2ccccc2)NS(=O)(=O)c2ccc3c(c2)c(=O)n(C)c(=O)n3C)c(C)c1 (configuration not stated) | -11.7% | 0.3% | 8.6% | -1.2% | -4.5% | -1.2% | -7.3%
CCc1ccccc1NC(=O)c1cc(-c2ccc(Cl)s2)nc2ccccc12 | 2.3% | 0.6% | -1.8% | -7.4% | -21.9% | -0.3% | 2.3%
CCOc1ccc(NC(=O)c2c(NC(=O)c3cccs3)sc3c2CCC(C(C)(C)C)C3)cc1 (configuration not stated) | 6.8% | 0.1% | 0.9% | -2.7% | 6.8% | -5.0% | -3.3%
N#Cc1c[nH]n2c(NC3CCCC3)c(-c3ccc(Br)cc3)nc12 | 33.7%[activator] | -1.5% | 0.0% | 4.2% | 17.9% | -0.8% | -20.5%
CSc1cccc(NC(=O)c2ccc3c(c2)CCCN3S(C)(=O)=O)c1 | -4.1% | -0.9% | -4.4% | 12.6µM* | ? | 0.3% | -29.2%
Cc1cccc(NC(=O)CCN2CCN(c3ccccc3F)CC2)c1 | 22.1% | 0.6% | -4.0% | 9.4% | 2.7% | -2.7% | -5.4%
CCOc1ccc(C2c3cc(OCC)c(OCC)cc3CC(=O)N2c2ccc(C(=O)O)cc2)cc1OCC (configuration not stated) | 4.4% | 0.7% | -0.5% | 0.9% | 8.2% | -1.7% | -3.7%
CCCCN1CC(c2nc3ccccc3n2CCCCOc2ccc(C)cc2C)CC1=O (configuration not stated) | 7.8% | -2.5% | 0.1% | -9.8% | 15.7% | 0.9% | ?
O=C(Nc1ccccc1Br)c1cc(CN2CCCC2)on1 | 3.1% | -1.0% | -1.1% | -8.8% | 7.4% | -2.2% | -0.7%
Cc1c(Cl)cccc1NC(=O)Cn1c(CCC(=O)O)ccc1-c1cccs1 | -10.8% | 0.3% | -1.2% | 0.6% | -6.5% | -4.8% | 4.3%
Cc1ccc(C)c(Cn2c(=O)n(CCCCC(=O)NCc3ccccc3Cl)c(=O)c3ccccc32)c1 | 79.4µM* | -1.2% | 6.7% | 17.4% | -14.4% | 1.1% | ?
COc1ccc(CCNC(=O)C(=O)NCC(c2ccco2)S(=O)(=O)c2cccs2)cc1OC (configuration not stated) | ? | -3.2% | -7.2% | 3.3% | -8.7% | 0.4% | -5.4%
Cc1cc(C)c2c(=O)cc(CSCC(=O)Nc3ccccc3Cl)[nH]c2c1 | -2.2% | 1.5% | -3.9% | -0.3% | 6.9% | -11.1% | -22.9%
COc1ccc2c(c1)c1c(c(=O)n(-c3ccc(C)cc3)c(=O)n1CC(=O)N1CCCC1)n2C | 9.8% | ? | 2.8% | -0.8% | -5.9% | -3.9% | 3.7%
CCc1cccc(NC(=O)CSc2nc3ccccc3nc2N2CCCCC2)c1 | 12.0% | 0.1% | 5.5% | -28.4% | -5.5% | 1.0% | -12.4%
CCc1ccc(S(=O)(=O)N2CCN(c3ccc(Cl)c(Cl)c3)CC2)cc1 | 15.6% | 0.7% | 0.0% | -1.6%[9.22 µM] | 5.5% | -4.5% | -8.7%
Cc1ccc(Cl)cc1-n1ncc2c(NCCc3ccccc3)ncnc21 | -0.6% | -0.1% | 2.9% | -0.9% | ? | -3.6% | -27.8%
CCOC(=O)c1[nH]c2c(c1Cc1ccccc1OC)C(=O)CC(c1ccccc1)C2 (configuration not stated) | 6.2% | 0.3% | 1.3% | 22.9% | 17.3% | -0.8% | -18.0%
O=C(CN1C(=O)C2(SCC(=O)N2c2ccc(F)cc2)c2ccccc21)NCCc1ccccc1 (configuration not stated) | -0.4% | 0.3% | 1.7% | 4.9% | -3.0% | -0.5% | -1.3%
CCOc1nc(NC(=O)NS(=O)(=O)Oc2ccccc2Cl)nc(-c2ccccc2)n1 | -15.7% | 6.5% | 5.9% | -8.0% | -29.4% | -2.0% | -6.5%
Clc1cccc(N2CCN(c3nc4ccccc4c4nc(-c5cccnc5)nn34)CC2)c1 | 9.6% | -0.6% | ? | 4.8% | -16.6% | -9.1% | -7.0%
COc1ccccc1CNc1ncnc2c1c(-c1ccccc1)cn2-c1ccc(Br)cc1 | 0.4% | -0.3% | 2.5% | -1.7% | -18.8% | 2.7% | -4.3%
COc1ccc(CNC(=O)CC(C)n2nc(C)cc2C)cc1 (configuration not stated) | 1.7% | 0.2% | 3.4% | 6.8% | -9.8% | -0.1% | -7.0%
CCOc1ccc(-n2c(=O)c3sc4ccccc4c3n(Cc3cccc(C)c3)c2=O)cc1 | 20.7% | -1.1% | 1.6% | 6.4% | -3.5% | 1.5% | -4.7%
Cc1ccc2c(c1)c1c(c(=O)n(-c3cccc(Cl)c3)c(=O)n1CC(=O)N1CCCC1)n2C | -9.2% | -0.7% | 2.6% | 2.6% | 6.7% | -2.0% | 5.4%
Cc1ccc(S(=O)(=O)N2CCCC2C(=O)Nc2ccc(Br)cc2)cc1 (configuration not stated) | -17.0% | -0.3% | 3.7% | -7.1% | -1.8% | -2.4% | -32.5%
O=C(NCc1ccc(F)cc1)c1ccc2c(c1)N(Cc1c(F)cccc1Cl)C(=O)CS2 | 16.6% | -1.6% | 0.0% | 0.9% | -20.1% | -1.7% | -7.1%
O=C(Nc1cccc(C(F)(F)F)c1)c1cc(CN2CCOCC2)on1 | 19.4% | -0.7% | -0.4% | -11.4% | -18.4% | -5.2% | -1.4%
COc1ccc(NC(=O)CSc2ncc3c(n2)-c2ccccc2N(C)S3(=O)=O)cc1Cl | -4.5% | 0.1% | -1.8% | 1.3% | -10.6% | -5.5% | -9.2%
O=C(CSc1nc2ccccc2nc1Cc1ccc(Cl)cc1)NCCc1ccccc1 | 9.7% | -1.1% | -5.5% | -9.1% | -2.8% | -0.1% | 1.2%
CN(C(=O)CSc1nnc(COc2ccccc2)o1)c1ccccc1 | . | -3.0% | -0.5% | -0.3% | 1.0% | -0.3% | .
COCCn1c(=N)c(C(=O)NC(C)c2ccccc2)cc2c(=O)n3cc(C)ccc3nc21 (configuration not stated) | 0.2% | -1.1% | ? | -4.2% | 7.8% | -7.5% | -4.7%

Continued (5 carried over from the part before).
SMILES | NTMT1 inhibitor | B2AR arrestin ag | GALK inh | p53null 32C tox | p53null 39C kill | TSG101-PTAP inh | FH mod
O=C(Nc1cccc(C(F)(F)F)c1)c1cc(CN2CCOCC2)on1 | 19.4% | -0.7% | -0.4% | -11.4% | -18.4% | -5.2% | -1.4%
COc1ccc(NC(=O)CSc2ncc3c(n2)-c2ccccc2N(C)S3(=O)=O)cc1Cl | -4.5% | 0.1% | -1.8% | 1.3% | -10.6% | -5.5% | -9.2%
O=C(CSc1nc2ccccc2nc1Cc1ccc(Cl)cc1)NCCc1ccccc1 | 9.7% | -1.1% | -5.5% | -9.1% | -2.8% | -0.1% | 1.2%
CN(C(=O)CSc1nnc(COc2ccccc2)o1)c1ccccc1 | . | -3.0% | -0.5% | -0.3% | 1.0% | -0.3% | .
COCCn1c(=N)c(C(=O)NC(C)c2ccccc2)cc2c(=O)n3cc(C)ccc3nc21 (configuration not stated) | 0.2% | -1.1% | ? | -4.2% | 7.8% | -7.5% | -4.7%
Cn1c(=O)n(C)c2cc(N3CCOCC3)c(NS(=O)(=O)c3ccc(Br)cc3)cc21 | . | -2.3% | 1.3% | -9.2% | -14.7% | 0.3% | .
COc1ccc(Nc2nc(N)nc(CSc3nc4cc(OC)ccc4s3)n2)cc1 | . | -0.4% | -3.4% | -3.4% | ? | -10.8% | .
O=C(Cn1cnc2ccccc2c1=O)NCCC(=O)Nc1ccc(F)cc1 | 9.8% | -0.1% | -0.4% | . | . | -1.5% | -4.4%
Cc1ccc(-c2nnc(Nc3ccc(Br)cc3)c3ccccc23)cc1S(=O)(=O)NCC1CCCO1 (configuration not stated) | 11.0% | -2.0% | 0.0% | 3.9% | 0.9% | -1.7% | -10.8%
COc1ccc2c(c1)cc1c(=O)n(CC(=O)NCCCOC(C)C)nc(C)n12 | . | -0.3% | 0.2% | 4.1% | -4.3% | -2.0% | .
CCC(=O)N1c2ccc(S(=O)(=O)CCC(=O)NCc3ccccc3OC)cc2CC1C (configuration not stated) | 8.3% | 0.7% | 0.0% | 7.7% | 4.0% | -6.8% | 0.2%
O=C(NCc1ccccc1)c1ccc(NC(=O)c2nsc3ccccc23)cc1 | ? | 0.2% | -8.9% | ? | ? | 1.0% | 1.2%
Cc1cc(-c2ccc(C)c(S(=O)(=O)NCCc3ccc(S(N)(=O)=O)cc3)c2)on1 | 9.6% | -0.9% | 0.9% | -2.0% | -3.2% | -1.7% | 5.2%
Cc1ccc(NC(=O)CSc2nc(C)cc(C)c2C(=O)Nc2cccc(C)c2)cc1 | 16.5% | -3.1% | -0.1% | -5.7% | -17.8% | -0.2% | -0.3%
Cc1nc2cccnc2n1-c1cccc(C(=O)NCc2ccc(OC(C)C)cc2)c1 | 18.4% | 0.4% | 2.6% | -4.1% | -4.0% | -7.1% | 0.2%
O=C(CC1N=C2c3ccccc3N=C(SCc3cccc(F)c3)N2C1=O)NCc1ccc2c(c1)OCO2 (configuration not stated) | 2.4% | -1.7% | -1.6% | -1.0% | -12.3% | -5.4% | -24.9%
COc1ccc(N(CC(=O)N2CCN(c3cccc(Cl)c3)CC2)S(=O)(=O)c2c(C)noc2C)cc1 | 0.3% | -2.1% | 0.0% | 1.8% | 10µM* | -1.5% | -18.2%

Compound activity from PubChem.
